# Screens from PubChem BioAssay.
# esBAF inh: Bmi1 luciferase reporter increase in mESCs, primary screen, esBAF inhibitor project, mouse ES cells, Bmi1 luciferase knock-in, single point | 2% of 350,000 active | reporter increase, % at 12.5 µM | 24 h; 100% = twice the neutral-well signal; in the data active = activation above about 40%;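 also: 0% = median of the plate's neutral control wells and 100% = double that signal; a rise in the Bmi1 reporter signal indicates esBAF inhibition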
# E-selectin induc: E-selectin induction in HUVECs, primary screen, imaging, HUVEC, immunofluorescence imaging, single point | P16581 | normalized: neutral wells 0, TNF-alpha wells 100 | activation, % at 7.58 µM | 0.37% of 260,000 active | AID 686992, 2013;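 active = mean E-selectin-positive cell signal at least 10% of the positive control, reached in at least 60% of replicates, without over 20% cell loss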;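 also: in these data hits start at about 27%; measured in HUVEC primary endothelial cells; signal is the percent of cells scored E-selectin positive by PE staining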
#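 Assay system: HUVEC, human umbilical vein endothelial cells / Amount: 3,000 HUVEC/well / Controls: TNF-alpha positive control, DMSO neutral control / Compound dosing: single concentration / Medium: EGM-2 over gelatin coat / Evaluation: percent E-selectin-positive cells / Signal: immunofluorescence imaging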
# PglD inh: C. jejuni PglD acetyltransferase inhibitors, primary screen, biochemical, DTNB colorimetric, single point | AID 602405, 2012 | UDP-N-acetylbacillosamine N-acetyltransferase PglD (Campylobacter jejuni) | 0.098% of 360,000 active | inhibition, % at 12.5 µM | purified PglD enzyme, DTNB colorimetric CoA detection; in the data active = inhibition above about 16%, passing the limit was not always enough; also: strong numbers were not always called active
# ERp5 block: inhibitors of ERp5-driven insulin aggregation, primary screen, biochemical, turbidity, absorbance 650 nm, single point | inhibition, % at 9.99 µM | 0.05% of 350,000 active | Protein disulfide-isomerase A6 (Homo sapiens), Q15084 | 90 min | AID 651711, 2012;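 active = mean replicate inhibition above about 25%, with every replicate also reaching it, limit read from the data, passing the limit was not always enough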
# RAD54 branch: inhibitors of human RAD54 branch migration, primary screen, biochemical, fluorescence, single point. inhibition, % at 10.4 µM. RAD54 Holliday junction branch migration, FAM/BHQ fluorescence. 0.14% of 360,000 active. DNA repair and recombination protein RAD54-like (Homo sapiens), Q92698;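 active = mean normalized replicate activity at least 40 and at least half of replicates scoring 40 or more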;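 also: 0% = median of neutral control wells and 100% = median of positive control wells; inhibitors cause a drop in the FAM fluorescence signal; in these data hits start at about 50%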
# CASP6 VEID inh: human caspase-6 inhibitors, primary screen, biochemical, VEID-R110 fluorescence, single point, set 2; AID 686996, 2013; 0.53% of 350,000 active; purified caspase-6, Z-VEID-R110 cleavage fluorescence; inhibition, % at 12.5 µM;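 active = mean inhibition across replicates at least about 35%, with every replicate also reaching that limit, limit read from the data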;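 also: 0% = median of neutral control wells and 100% = no fluorescence left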
# Target sequence (P55212 24-179 limits assumed): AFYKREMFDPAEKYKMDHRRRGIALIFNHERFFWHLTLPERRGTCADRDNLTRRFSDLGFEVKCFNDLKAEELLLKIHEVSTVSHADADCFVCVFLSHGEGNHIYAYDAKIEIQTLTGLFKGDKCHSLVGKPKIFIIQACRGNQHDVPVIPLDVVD
# Target sequence (P55212 194-293 limits assumed): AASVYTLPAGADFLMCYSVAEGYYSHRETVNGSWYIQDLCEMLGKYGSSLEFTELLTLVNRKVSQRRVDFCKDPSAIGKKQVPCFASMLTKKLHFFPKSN
# ARNT-TACC3 inh: disruptors of ARNT/TACC3 protein interaction, primary screen, biochemical, AlphaScreen, single concentration. 0.66% of 390,000 active. AlphaScreen His-ARNT PAS-B/GST-TACC3 binding, luminescence; TACC3 fragment carries E629A point mutation. Transforming acidic coiled-coil-containing protein 3 (Homo sapiens), Q9Y6A5. inhibition, % at 9.99 µM;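 active = mean inhibition of replicates at least 50% and at least half of replicates each reaching 50%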;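 also: 0% = complete ARNT plus TACC3 wells and 100% = ARNT alone without TACC3; many hits fall short of the cut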
# RAD52 inh: RAD52 DNA annealing inhibitors, primary screen, biochemical, FRET, single point, set 2 | recombinant RAD52 DNA annealing, FRET fluorescence | 0.46% of 360,000 active | inhibition, % at 18.7 µM | AID 651710, 2012 | DNA repair protein RAD52 homolog (Homo sapiens), P43351;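 active = every replicate showing at least 50% inhibition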
# Target sequence (P43351 whole entry, looked up): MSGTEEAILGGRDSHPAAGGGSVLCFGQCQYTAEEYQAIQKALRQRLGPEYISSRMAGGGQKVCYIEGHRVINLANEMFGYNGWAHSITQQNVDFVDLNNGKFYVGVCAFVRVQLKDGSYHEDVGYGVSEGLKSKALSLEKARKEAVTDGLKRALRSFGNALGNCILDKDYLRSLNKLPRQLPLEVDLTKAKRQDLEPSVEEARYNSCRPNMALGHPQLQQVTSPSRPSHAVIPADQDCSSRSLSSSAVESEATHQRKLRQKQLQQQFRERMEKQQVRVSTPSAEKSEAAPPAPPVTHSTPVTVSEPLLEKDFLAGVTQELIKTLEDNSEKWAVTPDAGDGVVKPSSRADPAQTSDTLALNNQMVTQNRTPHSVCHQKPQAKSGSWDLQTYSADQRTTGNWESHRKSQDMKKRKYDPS
# * = called active by the depositor; · = no result given; & = joins results of further samples. The order is random; overall some 3.2% were active at least once.
SMILES,esBAF inh,E-selectin induc,PglD inh,ERp5 block,RAD54 branch,CASP6 VEID inh,ARNT-TACC3 inh,RAD52 inh
O=C(NN=C1CCCC1)c1ccccc1O,75*,0.9,-8,-7,-2,23,27,-28
CCOC(=O)c1c(NC(=O)COC(=O)CCNS(=O)(=O)c2ccccc2)sc(C(=O)NC)c1C,8,·,0,-24,9,-2,7,-21
O=C(Nc1ccccc1)Nc1ccccc1C(=O)NCC1CC1,-2,5.5,·,10,·,-5,15,-8
C[C@@H]1CN([C@H](C)CO)C(=O)c2cc(NC(=O)c3ccncc3)ccc2O[C@H]1CN(C)S(=O)(=O)c1ccccc1,-3,-11,0,-4,8,-2,5,-1
COc1ccc(CNC(=O)c2ccc3c(c2)NC(=O)C(C)S3)cc1 (centres undefined),25,·,6,1,-5,2,3,-10
Brc1cc(Cc2nnc(-c3ccccc3)o2)c(Br)s1,-3,0.6,·,-2,·,-2,1,-16
CN(C(=O)COC(=O)C1CCN(S(=O)(=O)c2c(Cl)cccc2Cl)CC1)C1CCS(=O)(=O)C1 (centres undefined),2,5.2,10,-6,-4,-4,·,-2
CC1(C(=O)Nc2cnc3ccccc3c2)CCN1C(=O)c1ccccc1CCc1ccccc1 (centres undefined),-1,1.1,-2,6,3,0,·,-9
CC1(c2ccc(Cl)cc2)NC(=O)N(CC(=O)NCc2cccs2)C1=O (centres undefined),·,·,·,-62,·,1,-1,2
CCC(=O)N1CCc2cc(S(=O)(=O)CCC(=O)NCc3ccc(OC)cc3)ccc21,-3,·,-10,4,4,-2,4,-22
CC(C)NC(=O)N(C)C[C@H]1Oc2ccc(NC(=O)Nc3ccc(F)cc3)cc2CC(=O)N([C@@H](C)CO)C[C@@H]1C,-3,0.1,0,-2,10,1,-3,8
CN(C)c1nc(OCc2ccccc2)c2ncc(=O)[nH]c2n1,·,·,·,0,·,-1,-2,-16
CCC(COC)NC(=O)c1ccc(OC)c(OC2CCN(C(C)=O)CC2)c1 (centres undefined),-3,0.0,-3,1,-3,-2,-11,-4
N#Cc1cn(CC(=O)N2CCc3ccccc3C2)c2ccccc12,4,·,5,·,2,·,-3,·
O=C(NC[C@@H]1N[C@@H](CO)[C@H]1c1ccccc1)C1CC1,4,0.2,-5,16,6,-1,9,-13
CCCC1CCc2c(c3ccccc3[nH]c2=O)O1 (centres undefined),4,·,0,·,-14,·,0,·
C[C@@H]1CCCCO[C@H](CN(C)S(=O)(=O)c2ccccc2)[C@H](C)CN([C@@H](C)CO)C(=O)c2cc(NC(=O)Nc3ccc(F)cc3)ccc2O1,2,0.0,1,-10,-1,-3,6,-22
O=C(NC(C(=O)c1ccccc1)N1CCCCCC1)c1ccco1 (centres undefined),·,0.0,·,0,·,-2,5,-7
CCN(C(=O)COC(=O)/C=C/c1ccccc1[N+](=O)[O-])C1CCS(=O)(=O)C1 (centres undefined),·,3.2,·,-1,·,2,-7,-11
O=C(CCNS(=O)(=O)c1ccc2c(c1)CCC(=O)N2)Nc1ccc(F)c(F)c1,-4,·,-3,-10,5,4,0,-1
CCn1cc(C(=O)NCc2ccco2)c(=O)c2cc(S(=O)(=O)N3CC(C)CC(C)C3)ccc21 (centres undefined),-54,·,1,·,-7,·,-3,·
C[C@H]1CN(c2ccccc2)C(=O)[C@@H]1CC(=O)Nc1ccc(Br)cc1,-3,-0.2,6,1,8,5,·,-8
COc1cccc(Cn2nc3c4cc(F)ccc4n(Cc4ccc(F)cc4)cc-3c2=O)c1,-4,0.0,1,5,-2,0,-5,-11
CCCn1c(SCC(=O)Nc2cc(Cl)ccc2OC)nc(O)cc1=O,-1,·,3,2,-14,3,0,-32
CC(=NNC(=O)C(C)SC(C)C(=O)NN=C(C)c1cccnc1)c1cccnc1 (centres undefined),6,-0.1,0,-4,-4,-1,-3,-3

# Profiles, quoted from the list.
# CC(=NNC(=O)C(C)SC(C)C(=O)NN=C(C)c1cccnc1)c1cccnc1 (centres undefined) is entered as esBAF inh = 6; E-selectin induc = -0.1; PglD inh = 0; ERp5 block = -4; RAD54 branch = -4; CASP6 VEID inh = -1; ARNT-TACC3 inh = -3; RAD52 inh = -3
# CCOC(=O)c1c(NC(=O)COC(=O)CCNS(=O)(=O)c2ccccc2)sc(C(=O)NC)c1C is entered as esBAF inh = 8; E-selectin induc = ·; PglD inh = 0; ERp5 block = -24; RAD54 branch = 9; CASP6 VEID inh = -2; ARNT-TACC3 inh = 7; RAD52 inh = -21

# (further entries)
SMILES,esBAF inh,E-selectin induc,PglD inh,ERp5 block,RAD54 branch,CASP6 VEID inh,ARNT-TACC3 inh,RAD52 inh
CCc1nn(-c2ccccc2)c(N)c1C#N,·,·,·,-1,·,0,5,-2
C[C@@H]1CN([C@H](C)CO)C(=O)c2cccc(NC(=O)c3ccno3)c2O[C@H]1CN(C)S(=O)(=O)c1cccs1,-1,-0.1,0,-2,-1,-6,-3,-89
C[C@@H]1CN([C@@H](C)CO)C(=O)c2cc(NS(=O)(=O)c3cccs3)ccc2O[C@@H](C)CCCCO[C@@H]1CN(C)Cc1ccc2c(c1)OCO2,4&3,-0.1,0&2,·,-33&-27,·,-2&-4,·
CC(C)C#Cc1cnc2c(c1)C(=O)N([C@H](C)CO)C[C@H](C)[C@@H](CN(C)C(=O)Cc1ccccn1)O2,-5,0.2,4,-3,-3,0,·,5
NC(=O)CN(c1ccccc1)C1SC(=O)N(Cc2ccccc2)C1=O (centres undefined),-2,·,-4,-3,-5,3,-20,-16
Cc1csc(=N)n1CC(=O)N1CCc2ccccc21,8,·,-2,·,-11,·,6,·
Cc1ccccc1CN1C(=O)CS/C1=N/N=C/c1ccco1,·,5.9,5,-1,0,3,1,-33
COc1cccc(Nc2ncnc3sc(C)cc23)c1,66*,·,4,1,4,1,4,-18
Cc1ccc(C(=O)N/C(=C\c2cccnc2)C(=O)N2CCCC2)cc1,-6,0.4,·,-3,·,-4,-8,10
CNc1nc(=S)[nH]c2ccccc12,8,0.2,-3,-7,-6,1,-5,-9
C[C@H](CO)N1C[C@H](C)[C@@H](CN(C)C(=O)Nc2ccc(F)cc2)Oc2cc(/C=C/c3ccccc3)ccc2S1(=O)=O,-2,0.6,-2,-2,-4,1,-5,19
COc1ccc(CNC(=O)c2ccc(NS(=O)(=O)c3ccc4[nH]c(=O)[nH]c4c3)cc2)cc1OC,-13,0.0,-7,2,-9,7,-1,-18
O=C(Nc1cc(Cl)ccc1-n1cncn1)c1cc(F)cc(F)c1,-7,5.1,·,2,·,4,1,-38
CC(=O)Oc1cc2c(C(=O)NCCCN3CCOCC3)c(C)oc2c2ccccc12,-7,·,1,·,-1,·,-2,·
CC(C)C[C@H]1CN([C@@H](Cc2ccc(O)cc2)CN2CCC[C@@H]2CN2C(=S)NC[C@@H]2Cc2ccccc2)C(=S)N1CC1CCCCC1,1,4.4,8,-2,-1,2,·,-18
N#Cc1c(Nc2ccccc2Cl)s[nH]c1=O,·,·,·,-4,·,4,5,-23
CC12CCC(C(=O)CC1=O)C2(C)C (centres undefined),·,-1.4,·,1,·,-2,5,-26
C[C@@H]1CCCCO[C@H](CN(C)Cc2ccccc2)[C@@H](C)CN([C@@H](C)CO)C(=O)c2cc(NC(=O)CCCN(C)C)ccc2O1,-7,0.0,-1,-4,7,3,-9,1
COc1cc(-c2c(-c3ccc4c(c3)OCO4)noc2C)ccc1F,22,0.4,-6,9,1,3,0,1
O=C(O)CCC(=O)Nc1ccc(S(=O)(=O)Nc2nccs2)cc1,4,-0.3,0,2,4,-6,-2,2
Oc1ccccc1-c1nc2ccccc2nc1-c1ccccc1,-8,-0.2,4,-1,3,2,10,0
CC1NC(=O)c2cccnc2-n2c1nc1cc(F)ccc1c2=O (centres undefined),-7,-0.1,2,-16,8,0,·,-2
CCc1cccc(Nc2cc(C)nc3ncnn23)c1,-7,-0.2,-4,-1,-5,1,-16,-16
O=C(COc1ccccc1)Nc1ncccn1,-6,·,2,·,-3,·,-7,·
O=[N+]([O-])c1ccc(Nc2ccc3ccccc3c2)nc1,96*,·,-9,9,0,-2,-16,-14

# Additional entries.
SMILES,esBAF inh,E-selectin induc,PglD inh,ERp5 block,RAD54 branch,CASP6 VEID inh,ARNT-TACC3 inh,RAD52 inh
N=c1ccn(Cc2cccc(F)c2)cc1,·,5.5,6,-1,-4,-12,·,-8
COc1cccc(NC(=O)N(C)C[C@H]2Oc3ncc(C4=CCCCC4)cc3C(=O)N([C@H](C)CO)C[C@H]2C)c1,6,-0.2,10,-9,-2,1,2,-4
CCC1CCCCN1CCCNC(=O)C(C)n1nc(C)c2sc3ccccc3c2c1=O (centres undefined),3,·,3,0,19,-11,-1,4
Cc1ccnc(NC(=O)CNC(=O)COc2ccccc2)c1,74*,-1.4,0,1,15,5,2,-1
CC(=O)Nc1c(C)cc(OCC(=O)O)cc1C,-9,0.0,5,-3,11,5,-4,-7
C[C@H]1CCCCO[C@H](CN(C)S(=O)(=O)c2cn(C)cn2)[C@@H](C)CN([C@@H](C)CO)C(=O)c2cc(NC(=O)Nc3cccc4ccccc34)ccc2O1,-2,-0.2,5,-7,1,-1,10,-12
CC(=O)c1ccc(NCCC(=O)c2ccccc2)cc1,36,0.4,-2,3,-10,0,-3,-25
CCn1c2ccccc2c2nnc(SCC(N)=O)nc21,6,·,-1,·,6,·,8,·
CCCN1CCN(CCCNC(=O)c2ccc(NC(=O)C3=C(C)OCCS3)cc2)CC1,-2,·,6,-3,1,-49,3,-1
CCOc1ccccc1OCC(=O)Nc1cc(S(=O)(=O)N2CCCCC2)ccc1N1CCN(CC)CC1,6,·,1,1,3,3,2,-13
Nc1ccc(-c2nnn(CC(=O)N3CCCCC3)n2)cc1,-4,·,-5,1,-2,-1,-6,-7
C[C@@H]1CN([C@@H](C)CO)C(=O)c2cc(NC(=O)NC3CCCCC3)ccc2O[C@H]1CN(C)Cc1ccc(-c2ccccc2)cc1,-6,-2.1,-2,-8,25,1,12,9
COc1cc(C(=O)N2CCN(C(=O)c3cc(-c4ccccc4)n[nH]3)CC2)cc(OC)c1OC,6,·,-2,6,3,0,-4,-7
COc1ccc(CN(C)C(=O)C2CSC3(C)CCC(=O)N23)c(OC)c1 (centres undefined),5,-0.2,-3,0,8,-82,·,-3
C[C@@H]1CN([C@@H](C)CO)C(=O)Cc2cc(NS(=O)(=O)c3cccs3)ccc2O[C@H]1CN(C)C(=O)Nc1ccc2c(c1)OCO2,3,-9.2,4,-2,3,5,0,8
CC(C)(C)OC(=O)C[C@H]1C/C=C\C[C@@H](CC(=O)N(CCO)Cc2ccccc2)C(=O)N[C@H](Cc2ccccc2)COC1=O,19,0.1,5,-8,-6,3,-7,-13
CC(NC(=O)C(c1ccccc1)c1ccccc1)C(=O)O (centres undefined),-3,·,10,5,-1,0,-3,-27
COc1cccc(C(=O)N[C@@H](C)C(=O)N2CCC3(CC2)NCCc2[nH]cnc23)c1,-3,·,2,4,6,0,-2,-7
Cc1cc(NC(=O)COC(=O)c2cc([N+](=O)[O-])ccc2N2CCOCC2)ccc1Br,·,-0.1,-4,-2,1,1,-10,-9
O=C(NC1CCCC1)c1ccc2nc[nH]c2c1,2,·,4,·,-6,·,-5,·
CN(C(=O)C1CCN(S(=O)(=O)c2ccccc2)CC1)c1c(N)n(Cc2ccccc2)c(=O)[nH]c1=O,-2,·,5,-3,-17,4,-10,-5
CCOc1cc(S(=O)(=O)Nc2ncn[nH]2)ccc1Br,1,-1.5,4,-14,-5,-2,3,-7
